# Cdc25B block – inhibitors of human Cdc25B phosphatase | inhibition, %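 (compounds tested at 10 µM final in the well)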 | recombinant Cdc25B, OMFP fluorescence Ex485/Em525 | hit rate 0.1% among 65,000 | AID 368 | P30305; in the data active means inhibition above about 50%
# Hsp90 inh – displaces geldanamycin probe from tumor Hsp90; P07900; NCI-N417 lysate Hsp90, Cy3B-geldanamycin FP displacement; inhibition, % at 30 µM; hit rate 0.35% among 64,000;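 active means inhibition above 50%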;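 further: 0% = tracer plus lysate wells and 100% = tracer alone without lysate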
# CatG inh – blocks human cathepsin G enzyme activity. P08311. purified enzyme, AMC-tetrapeptide fluorescence, pooled mixtures. inhibition, % at 5 µM (by protocol). hit rate 0.2% among 62,000. AID 581;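 active means inhibition above 20% in each of the two mixture wells holding the compound; inactive means inhibition of 20% or less in either well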;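 further: 0% = enzyme control without mixture and 100% = blank lacking enzyme; strong numbers were not always called active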
# CatL inh – inhibitors of human cathepsin L. P07711. purified cathepsin L, fluorogenic substrate, fluorescence. inhibition, %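 (tested at 10 µM)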. hit rate 0.17% among 58,000. AID 460; in the data active means inhibition above about 45%;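 further: 0% = enzyme with no compound and 100% = no enzyme blank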
# Target sequence (P07711 114-288 limits assumed): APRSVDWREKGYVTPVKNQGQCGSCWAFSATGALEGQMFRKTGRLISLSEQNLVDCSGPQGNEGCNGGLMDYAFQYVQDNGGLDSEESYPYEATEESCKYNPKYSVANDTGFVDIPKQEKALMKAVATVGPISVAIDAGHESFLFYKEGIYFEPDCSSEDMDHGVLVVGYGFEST
# Target sequence (P07711 292-333 limits assumed): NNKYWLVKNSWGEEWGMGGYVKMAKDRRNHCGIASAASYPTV
# FXIIa inh mix – blocks human factor XIIa in pooled compound mixtures; inhibition, % at 5 µM; purified FXIIa, fluorogenic substrate; P00748; hit rate 0.2% among 62,000;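 further: 0% = enzyme without compound and 100% = no enzyme blank; some results filed as inactive read as strong as hits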
# DUSP1 inh – human dual specificity phosphatase 1 inhibition; inhibition, %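 (compounds tested at a single concentration somewhere between 10 and 100 µM)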; hit rate 0.15% among 65,000; recombinant MKP-1, OMFP hydrolysis fluorescence; P28562;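 active means inhibition above about 50%, limit read from the data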;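 further: 0% = DMSO max control wells and 100% = wells with enzyme stopped by NaOH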
# HTR1A agonist – agonists of human 5-HT1a serotonin receptor | CHO 5-HT1a Ga15 NFAT-bla reporter, FRET ratio; 0% basal, 100% maximal reference agonist | hit rate 0.56% among 65,000 | activation, % at 10 µM | P08908 | AID 567;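 active means activation above the screen-wide mean activation plus 3 SD, cut at about 19% in these data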;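 further: 0% = DMSO wells and 100% = 5-CT at EC100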
# C1s inh – human complement C1s inhibition; purified C1s, fluorogenic AMC substrate, pooled mixtures; mean inhibition % of two 10-compound mixtures (stronger effect = higher value), % at 5 µM (by protocol); hit rate 0.16% among 62,000; AID 538;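 active means inhibition above 20% in each of the two 10-compound mixture wells holding the compound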;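 further: 0% = enzyme wells lacking compound mixture and 100% = no-enzyme blank wells; some compounds called inactive have numbers as strong as hits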
# Target sequence (P09871 16-437 limits assumed): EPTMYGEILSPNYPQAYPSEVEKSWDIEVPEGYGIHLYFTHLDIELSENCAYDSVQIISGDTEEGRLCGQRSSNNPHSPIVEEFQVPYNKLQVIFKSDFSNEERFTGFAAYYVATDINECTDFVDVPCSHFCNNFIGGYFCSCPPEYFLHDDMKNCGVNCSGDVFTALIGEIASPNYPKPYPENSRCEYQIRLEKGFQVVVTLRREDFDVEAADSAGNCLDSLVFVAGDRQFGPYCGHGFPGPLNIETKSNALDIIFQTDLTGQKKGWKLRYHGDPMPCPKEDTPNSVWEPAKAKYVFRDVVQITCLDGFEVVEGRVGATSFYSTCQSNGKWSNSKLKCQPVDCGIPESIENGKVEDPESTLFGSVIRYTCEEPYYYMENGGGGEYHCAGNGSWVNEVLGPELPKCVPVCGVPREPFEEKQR
# Target sequence (P09871 438-688 limits assumed): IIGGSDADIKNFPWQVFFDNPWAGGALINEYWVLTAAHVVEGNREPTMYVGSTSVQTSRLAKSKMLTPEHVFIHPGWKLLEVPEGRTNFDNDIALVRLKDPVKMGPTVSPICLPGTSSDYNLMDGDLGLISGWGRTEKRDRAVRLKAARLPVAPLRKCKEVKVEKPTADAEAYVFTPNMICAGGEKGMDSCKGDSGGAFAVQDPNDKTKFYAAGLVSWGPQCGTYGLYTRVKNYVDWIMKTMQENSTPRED
# FXIa inh mix – blocks human factor XIa in pooled compound mixtures; P03951; purified FXIa, fluorogenic substrate; inhibition, % at 5 µM; hit rate 0.19% among 62,000; AID 680;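 further: each value is inhibition by a whole ten-compound pool holding the compound; 0% = enzyme with no mixture and 100% = wells lacking enzyme; strong numbers were not always called active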
# Starred values were filed as active, the others as inactive; . = not tested or not shown. Unless noted, no stated cut-off is given here; in the data, active means inhibition above about 20% (passing the limit was not always enough); inactive means the rest.
SMILES,Cdc25B block,Hsp90 inh,CatG inh,CatL inh,FXIIa inh mix,DUSP1 inh,HTR1A agonist,C1s inh,FXIa inh mix
COC(=O)c1cc(NC(=O)CN2CCC(C(N)=O)(N3CCCCC3)CC2)cc(C(=O)OC)c1,-3,-7,-7,5,0,6,13,-23,6
CC1(C)Cc2c(sc3c2c(=N)n(Cc2ccco2)c(=O)n3Cc2ccc(F)cc2)CO1,-7,.,6,19,3,14,3.3,-14,4
CCN1CCN(c2nc3c(c(=O)[nH]c(=O)n3C)n2CCSc2nc3ccccc3s2)CC1,1,-3,-1,0,0,-7,-0.2,6,7
COC(=O)c1[nH]c(C)c(/C(O)=C2\C(=O)C(=O)N(CCN3CCOCC3)C2c2ccccc2OC)c1C (configuration not stated),-14,-5,.,-6,.,-17,3.5,.,.
CCOc1cc(S(=O)(=O)n2c(C)nc3ccccc32)ccc1F,-5,-1,11,14,-5,10,-0.6,47,3
O=C(CSc1nc2ccccc2o1)Nc1nc2ccccc2s1,-7,-1,6,0,-27,-3,-1.2,10,3
CC1CCN(C(=O)CSc2nncn2-c2ccccn2)CC1,-6,1,8,9,-17,-14,-2.4,7,5
O=C(Oc1cccc(-n2cnnn2)c1)C1CCCCC1,-5,-1,8,-3,11,-11,0.1,4,4
CCOc1cc(C#N)c(NC(=O)c2ccco2)cc1OCC,20,-3,-6,-4,15,0,-2.4,-36,4
Cc1ccc(C2C(C(=O)c3sc(-c4ccccc4)nc3C)=C(O)C(=O)N2CCN(C)C)o1 (configuration not stated),-5,-4,1,3,13,0,-2.5,2,3
Cc1ccc(S(=O)(=O)N(C)Cc2cc3ccccc3[nH]c2=O)cc1,3,-6,8,-2,-20,18,-2.5,10,3
CCCN1CCC(NC(=O)Nc2ccc(F)cc2F)CC1,-6,0,10,-9,6,1,-3.1,2,2
Cc1ccc(C2CC(C(F)(F)F)n3nc(C(=O)NCc4c(C)nn(C)c4C)c(Cl)c3N2)cc1 (configuration not stated),-13,-3,8,12,-18,43,0.9,7,6
Cc1cc2nc(-c3ccc(SCC(=O)N4CCOCC4)nc3)[nH]c2cc1C,9,-4,-1,.,4,30,0.0,-95,-14
Cc1ccc(S(=O)(=O)N2CCN(S(=O)(=O)c3ccc(C)cc3)C3OCCOC32)cc1 (configuration not stated),-8,-1,-19,-5,-1,3,-5.3,-34,-9
Oc1c(CN2CCOCC2)cc(-c2ccccc2)cc1CN1CCOCC1,-8,4,0,9,-4,-13,0.1,-5,0
CC(C)(C)n1ncc2c(=O)n(CC(=O)N3CCCCCC3)cnc21,-14,-2,10,21,14,5,-2.9,16,3
N#Cc1c(NC(=O)CSc2nc(N)cc(=O)[nH]2)sc2c1CCCCCC2,-4,-1,2,-1,0,7,0.0,0,-2
CCNC(=O)N1C(CC(=O)OCC)C(=O)NC2CCCCC21 (configuration not stated),-10,4,7,2,8,4,-1.3,-3,-5
COc1ccc(-n2nc3c(c2NC(=O)C24CC5CC(CC(C5)C2)C4)CS(=O)C3)cc1 (configuration not stated),-14,-2,-2,7,-15,15,-3.3,-44,8
CCOC(=O)C1C(=O)OC2(CCOC(C)(C)C2)C1C(=O)OCC (configuration not stated),-24,-2,-4,-4,19,1,-4.9,-28,-5
Cc1ccc(NC(=O)CN(C)S(=O)(=O)c2cccc3cccnc23)cc1,0,-4,9,.,0,9,-2.8,11,5
COc1ccc(S(=O)(=O)NCc2ccncc2)cc1OC,-4,0,2,-17,5,17,-0.1,4,5
COCCNC(=O)Cn1nc(C(F)(F)F)c(Br)c1C,-17,1,10,0,-9,-1,-4.3,-9,-2
O=C(CSc1ccccc1)N1CCN(c2ccccc2)CC1,-3,-1,1,12,7,7,-0.7,6,4
O=C(CSc1nnnn1C1CCCCC1)Nc1nc2c(s1)CCCC2,-3,-1,-7,2,9,-22,3.0,-35,-4
COC(=O)Cn1cnc2c(nnn2-c2cccc(Cl)c2)c1=O,-21,-6,6,.,7,5,-2.4,-32,-3
CCOC(=O)CSc1cn2c(n1)CCC2,-17,3,-3,0,7,-1,-2.4,1,0
CCC(C)(C)NC(=O)C(c1cccs1)N(CC1CCCO1)C(=O)Cn1nnc2ccccc21 (configuration not stated),23,-4,3,-2,8,10,0.3,-42,3
CCOC(=O)C1CCCN(C(=O)c2ccccc2SCCOC)C1 (configuration not stated),-3,0,-6,13,4,9,-1.9,-18,0
Nc1nnn(Cc2ccccc2)n1,-1,-2,7,4,0,-6,-1.7,-2,2
O=C(c1cccnc1)N1CCN(CCCc2ccccc2)CC1,2,-2,-3,15,45,9,-3.2,-18,-4
COc1cccc(NC(=O)C(C#N)Cc2ccncc2)c1 (configuration not stated),-10,-2,9,11,6,4,-3.2,13,10
CCOc1ccc(NC(=O)N2CCC(NC(=O)c3ccco3)CC2)cc1,-12,2,-25,4,0,3,0.1,-86,-18
Cc1ccc(SC(C)c2nc(-c3ccccc3)no2)cc1 (configuration not stated),-5,-8,11,9,5,0,0.3,1,0
Cc1nc(NC(=O)CSc2nnc(C)n2CC2CCCO2)sc1C (configuration not stated),13,-3,1,19,6,-1,-1.7,-17,-4
CCOC(=O)c1[nH]cc(-c2ccccc2)c1N1CCOCC1,13,0,-8,4,-1,6,-0.1,-20,-8
CCOC(=O)CNS(=O)(=O)c1cc(-c2n[nH]c(=O)c3ccccc23)ccc1C,2,-3,.,7,.,-16,1.0,.,.
O=C(c1cc(-c2cccs2)on1)N1CCCCC1,-5,-1,-2,5,-21,-2,0.2,-1,6
CCCCCn1c(CNC(=O)CCC)nc2ccccc21,-21,-3,0,.,10,-6,-0.5,1,0
O=S(=O)(Nc1ccc(O)cc1)c1cccc2cccnc12,-3,2,-4,5,-11,1,-0.7,-5,9
O=C(c1cccs1)N1CCN(C(=O)C2CCCO2)CC1 (configuration not stated),-1,.,5,21,-3,-4,-1.7,-7,9
CC(Oc1ccc(Cl)cc1Cl)C(=O)Nc1ccc(N2CCN(C)CC2)cc1 (configuration not stated),-3,-7,10,8,6,6,-1.7,10,0
O=C(COc1ccc(S(=O)(=O)Nc2ccccc2)cc1)N1CCOCC1,-7,-10,9,15,2,19,-1.3,6,4
Cc1nn2c3c(cnc2c1-c1ccccc1)C(=O)CC(C)C3 (configuration not stated),3,2,11,3,6,3,-2.1,11,14
O=C(NCc1ccco1)c1cc(-c2cccs2)on1,-3,-1,11,0,8,2,-2.2,-1,12
COc1ccc(-c2cc(C(F)(F)F)n3nc(C(=O)N4CCOCC4)c(Cl)c3n2)cc1,-15,-4,-4,3,0,9,0.8,1,2
O=C(Nc1nc2c(s1)CCCC2=O)c1cnccn1,-2,0,4,-4,3,-9,-1.4,5,9
CCOc1ccc(CCNC(=O)CCc2nc(-c3ccc(C)cc3)no2)cc1OCC,-11,-2,7,25,3,0,-1.0,0,0
COc1ccc(S(=O)(=O)CCC(=O)NC2CCCCC2)cc1,-8,-6,4,-2,3,-1,-6.2,2,10

# Carrying on.
SMILES,Cdc25B block,Hsp90 inh,CatG inh,CatL inh,FXIIa inh mix,DUSP1 inh,HTR1A agonist,C1s inh,FXIa inh mix
Cc1ccc(N(CC(=O)N2CCn3c2nc2ccccc23)S(=O)(=O)c2c(C)n[nH]c2C)cc1,-12,-3,1,5,12,35,-1.8,-28,10
O=C(Cn1cnc2c(nnn2Cc2ccccc2F)c1=O)OCc1ccccc1,2,-3,2,-6,8,-3,-2.7,-30,-6
CCC(=O)c1ccc(CCCCCC(=O)O)s1,3,-2,2,.,3,13,-0.5,7,8
CC(=O)C1C(c2ccc3ncccc3c2)NC(=O)NC1(O)C(F)(F)F (configuration not stated),-13,3,10,13,3,-10,-1.6,-4,-4
O=C1C=C(c2ccccc2)OC2(CCCC2)O1,-5,-6,8,3,12,2,-0.5,10,2
CC1CC(=O)N(CC(=O)Nc2ccc3c(c2)OCCO3)c2ccccc2S1 (configuration not stated),-13,2,8,-5,-24,2,-0.5,13,6
CCOC(=O)C1=C(C)NC2(O)c3ccccc3C(=O)C12O (configuration not stated),4,.,8,11,-18,14,.,-7,0
CC(c1nnnn1C1CCCCC1)N(Cc1ccccc1)Cc1cccnc1 (configuration not stated),-18,0,-14,-1,2,23,2.4,-34,-4
COc1ccccc1C(=O)C1Nc2ccccc2-c2nnc(SC)nc2O1 (configuration not stated),1,7,2,.,2,15,1.9,5,13
O=C(NCCCN1CCOCC1)C1CCC(=O)N1CCc1ccccc1 (configuration not stated),-3,-1,9,15,0,9,2.0,6,3
O=C(NCc1ccccc1Br)c1ccco1,-10,-3,7,-7,4,2,-2.1,-7,9
COc1ccc(S(=O)(=O)N2CCN(C3CCCCCCC3)CC2)cc1,-20,-3,5,1,7,-5,-5.5,5,9
CN1CCN(CC#CC2(O)CCCCC2)CC1,-6,0,-6,8,-16,1,-0.3,3,8
CCC(=O)Nc1nonc1-c1nc2ccccc2n1Cc1ccc(Cl)c(Cl)c1,-2,-4,-2,19,-4,10,-4.7,-5,9
O=C(Nc1ccc(CN2CCOCC2)cc1)c1cccs1,-10,4,-2,-3,11,5,-1.1,-1,5
CCCCCn1c(=O)[nH]c2cc(C(=O)NCCCN3CCC(C)CC3)ccc2c1=O,0,.,-3,-9,6,-14,-1.5,-3,4
CCOc1ccc(NS(=O)(=O)c2cc(Cl)ccc2OC)cc1,2,-1,1,4,11,5,-0.7,4,12
N=c1n(CCOc2ccccc2)c2ccccc2n1CCN1CCOCC1,-8,0,-5,-1,6,-1,-1.8,-4,8
CCOC(=O)N1CCN(c2c(NCCCN(C)c3ccccc3)c(=O)c2=O)CC1,0,-6,9,.,-3,-2,-2.2,16,7
CC(Sc1nc(-c2ccccc2)cc(C(F)(F)F)n1)C(=O)N1CCCC1 (configuration not stated),-3,1,12,-4,-19,-11,-1.4,6,5

# Gathered by group, the entries above with a thiophene ring, fused or not
SMILES,Cdc25B block,Hsp90 inh,CatG inh,CatL inh,FXIIa inh mix,DUSP1 inh,HTR1A agonist,C1s inh,FXIa inh mix
CC1(C)Cc2c(sc3c2c(=N)n(Cc2ccco2)c(=O)n3Cc2ccc(F)cc2)CO1,-7,.,6,19,3,14,3.3,-14,4
N#Cc1c(NC(=O)CSc2nc(N)cc(=O)[nH]2)sc2c1CCCCCC2,-4,-1,2,-1,0,7,0.0,0,-2
CCC(C)(C)NC(=O)C(c1cccs1)N(CC1CCCO1)C(=O)Cn1nnc2ccccc21 (configuration not stated),23,-4,3,-2,8,10,0.3,-42,3
O=C(c1cc(-c2cccs2)on1)N1CCCCC1,-5,-1,-2,5,-21,-2,0.2,-1,6
O=C(c1cccs1)N1CCN(C(=O)C2CCCO2)CC1 (configuration not stated),-1,.,5,21,-3,-4,-1.7,-7,9
O=C(NCc1ccco1)c1cc(-c2cccs2)on1,-3,-1,11,0,8,2,-2.2,-1,12
CCC(=O)c1ccc(CCCCCC(=O)O)s1,3,-2,2,.,3,13,-0.5,7,8
O=C(Nc1ccc(CN2CCOCC2)cc1)c1cccs1,-10,4,-2,-3,11,5,-1.1,-1,5

# Part of the list above in order of length of the SMILES, ascending.
SMILES,Cdc25B block,Hsp90 inh,CatG inh,CatL inh,FXIIa inh mix,DUSP1 inh,HTR1A agonist,C1s inh,FXIa inh mix
O=C(NCc1ccco1)c1cc(-c2cccs2)on1,-3,-1,11,0,8,2,-2.2,-1,12
Cc1nc(NC(=O)CSc2nnc(C)n2CC2CCCO2)sc1C (configuration not stated),13,-3,1,19,6,-1,-1.7,-17,-4
Cc1ccc(N(CC(=O)N2CCn3c2nc2ccccc23)S(=O)(=O)c2c(C)n[nH]c2C)cc1,-12,-3,1,5,12,35,-1.8,-28,10
